AGP1-GFP MLPCN = alters AGP1-GFP fluorescence in TOR pathway yeast screen. S. cerevisiae AGP1-GFP multiplex flow cytometry, 3 h; GFP as percent of DMSO wells. GFP response vs DMSO, % at 10 µM. hit rate 0.02% among 320,000. AID 2066;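 active means GFP response relative to DMSO above a set limit, near screen average plus 3 SD, cut at about 150% in these data; inconclusive means fewer than 70 cells counted for the yeast strain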;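 further: median GFP channel fluorescence of the gated AGP1 strain per well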
RPL19A TOR yeast = yeast TOR pathway RPL19A-GFP modulation. S. cerevisiae RPL19A-GFP strain, flow cytometry, 3 h; active compounds read low. percent response vs DMSO, % at 10 µM. hit rate 0.3% among 330,000. AID 2025;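 active means percent response vs DMSO below 50%; inconclusive means fewer than 70 events counted for the yeast strain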;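 further: median channel GFP fluorescence of the barcoded RPL19A-GFP strain; ratio of sample median GFP to plate DMSO average so 100% = DMSO; lower means less RPL19A-GFP as with rapamycin TOR inhibition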
Efflux pump mplx = antifungal efflux pump inhibition, Nile Red retention. S. cerevisiae Candida pump triplex. inhibition, % at 10 µM. hit rate 0.44% among 330,000;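 active means plate passing quality check with inhibition over a set limit, or well fluorescence over plate mean plus 4 SD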;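 further: Nile Red retained in pooled yeast measured as flow cytometry median fluorescence; 0% = buffer negative control and 100% = Enniatin B positive control; higher means more Nile Red kept so more efflux inhibition; some compounds called inactive have numbers as strong as hits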
MEP2-GFP yeast = yeast TOR pathway MEP2-GFP modulation; AID 2016; GFP response vs DMSO, % at 10 µM; hit rate 0.51% among 330,000; S. cerevisiae MEP2-GFP strain, flow cytometry GFP, 3 h; 100% = DMSO control level;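 active means GFP response versus DMSO above a set limit, roughly screen mean plus 3 SD, cut at about 180% in these data; inconclusive means fewer than 70 cells counted for a yeast strain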;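 further: median GFP fluorescence of the barcode-gated MEP2-GFP cells per well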
LAP4 TOR yeast = modulators of TOR pathway LAP4-GFP in S. cerevisiae; S. cerevisiae LAP4-GFP multiplex, flow cytometry GFP, 3 h; median GFP as percent of DMSO wells; GFP response vs DMSO, % at 10 µM; hit rate 0.34% among 320,000;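 active means GFP response vs DMSO above a set limit, about the screen mean plus 3 SD, cut at about 150% in these data; inconclusive means under 70 cell events counted for the yeast strain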
AHR activator = activates the human aryl hydrocarbon receptor. activation, % at 5 µM. hit rate 2.5% among 320,000. AHR-responsive luciferase reporter cells, luminescence; in the data active means activation above about 47%;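 further: 0% = vehicle wells and 100% = reference agonist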
Target sequence (P35869 whole entry, looked up): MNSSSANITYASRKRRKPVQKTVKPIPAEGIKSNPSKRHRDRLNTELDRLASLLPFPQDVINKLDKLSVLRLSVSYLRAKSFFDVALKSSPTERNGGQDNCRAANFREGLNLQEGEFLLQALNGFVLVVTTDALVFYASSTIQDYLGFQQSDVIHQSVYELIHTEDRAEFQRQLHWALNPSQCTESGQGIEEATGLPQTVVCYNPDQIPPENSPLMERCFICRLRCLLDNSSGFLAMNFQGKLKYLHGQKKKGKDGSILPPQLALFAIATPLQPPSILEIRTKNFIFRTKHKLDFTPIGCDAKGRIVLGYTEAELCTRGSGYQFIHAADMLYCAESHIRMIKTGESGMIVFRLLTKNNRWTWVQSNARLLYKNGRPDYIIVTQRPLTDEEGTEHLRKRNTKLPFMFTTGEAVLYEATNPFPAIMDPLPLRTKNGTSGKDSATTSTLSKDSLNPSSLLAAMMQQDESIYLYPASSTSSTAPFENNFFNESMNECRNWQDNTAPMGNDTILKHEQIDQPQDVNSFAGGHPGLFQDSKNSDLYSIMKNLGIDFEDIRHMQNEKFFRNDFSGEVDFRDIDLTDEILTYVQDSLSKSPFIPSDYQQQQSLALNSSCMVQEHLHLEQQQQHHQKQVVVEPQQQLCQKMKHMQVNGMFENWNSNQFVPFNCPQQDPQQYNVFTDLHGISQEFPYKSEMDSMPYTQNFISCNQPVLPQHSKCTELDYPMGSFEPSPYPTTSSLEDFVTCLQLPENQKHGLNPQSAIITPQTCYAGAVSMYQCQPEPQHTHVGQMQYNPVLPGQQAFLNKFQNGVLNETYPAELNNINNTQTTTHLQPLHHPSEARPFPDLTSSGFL
CIT2-GFP yeast = alters CIT2-GFP fluorescence in TOR pathway yeast screen. S. cerevisiae CIT2-GFP strain, flow cytometry, 3 h; 100 means same as DMSO wells. GFP response vs DMSO, % at 10 µM. hit rate 0.065% among 320,000. AID 2029;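 active means GFP response relative to DMSO above a set limit, near the screen mean plus 3 SD, cut at about 150% in these data; inconclusive means Fewer than 70 cells measured for a yeast strain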;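 further: ratio of well median GFP fluorescence to mean of DMSO wells on the plate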
CR mimetic SO = lowers age-related superoxide in aged yeast cells. superoxide response (% of plate mean), % at 10 µM. S. cerevisiae aged cells, superoxide DHE fluorescence; active compounds read low. AID 2690. hit rate 0.18% among 330,000;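 active means superoxide response under a set limit, about three screen SD below normal, cut at about 65% in these data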;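 further: yeast aged for seven days with compound at 30 °C before DHE staining; 100% = average MFI of all compound-treated wells on the plate with controls excluded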
Numbers without * were called inactive; ? = inconclusive; / = not tested or not shown; [ ] = dose if it differs, or a comment.

SMILES	AGP1-GFP MLPCN	RPL19A TOR yeast	Efflux pump mplx	MEP2-GFP yeast	LAP4 TOR yeast	AHR activator	CIT2-GFP yeast	CR mimetic SO
COC(=O)c1ccc(C(=O)OC)c(NC2=NS(=O)(=O)c3ccccc32)c1	105	101	0.1	99	99	1	105	92
COc1cccc(/C=C/C(=O)OCC(=O)N2CCN(c3ccccc3)CC2)c1	100	93	0.1	98	102	0	94	99
Cc1cc(C)nc(SCCN(C)C)n1	100	103	0.0	104	101	0	99	86
CC(C)c1ccc(NC(=O)N2CCCC2C(=O)Nc2ccc(-n3cnnn3)cc2)cc1 (configuration not stated)	107	106	0.0	102	97	4	104	111
O=C(O)c1ccccc1C(=O)NNc1ccc(Cl)cc1Cl	105	108	-0.2	113	91	19	113	103
CCOC(=O)CNC(=O)CSc1nnc(-c2c[nH]c3ccccc23)n1CC	102	96	0.1	94	106	5	93	107
COC(=O)C1=C(C)NC2=C(C(=O)CC(C)(C)C2)C1c1cccc(C)n1 (configuration not stated)	105	99	0.1	101	100	-4	99	102
O=c1[nH]c(NCCO)nnc1Cc1ccccc1	100	94	0.0	97	98	1	97	86
CCOC(=O)NCc1ccc(S(=O)(=O)Nc2c(C)cccc2C)cc1	96	100	-0.1	102	102	0	97	80
Nc1nc2c(nc(SCc3ccccc3Br)n2C2OC(CO)C(O)C2O)c(=O)[nH]1 (configuration not stated)	100	94	-0.1	99	95	0	105	92

Molecules shown so far containing a halogen:
SMILES	AGP1-GFP MLPCN	RPL19A TOR yeast	Efflux pump mplx	MEP2-GFP yeast	LAP4 TOR yeast	AHR activator	CIT2-GFP yeast	CR mimetic SO
O=C(O)c1ccccc1C(=O)NNc1ccc(Cl)cc1Cl	105	108	-0.2	113	91	19	113	103
Nc1nc2c(nc(SCc3ccccc3Br)n2C2OC(CO)C(O)C2O)c(=O)[nH]1 (configuration not stated)	100	94	-0.1	99	95	0	105	92

More compounds follow.
SMILES	AGP1-GFP MLPCN	RPL19A TOR yeast	Efflux pump mplx	MEP2-GFP yeast	LAP4 TOR yeast	AHR activator	CIT2-GFP yeast	CR mimetic SO
CN(CCOc1ccccc1)Cc1nc2cc(Cl)ccc2c(=O)[nH]1	105	104	-0.1	101	110	3	101	81
CCc1ccc(C2N3CC4([N+](=O)[O-])CN2CC([N+](=O)[O-])(C3)C4(C)C)cc1 (configuration not stated)	95	97	0.1	100	87	1	91	104
O=C(Nc1ccc(Cl)c(C(F)(F)F)c1)c1ccncc1	103	97	-0.1	107	108	7	103	104
CC(C)C(c1nnnn1Cc1ccc(F)cc1)N1CCSCC1 (configuration not stated)	103	100	0.0	106	99	-2	100	113
O=C1CCCN1C(=O)CCC(=O)N1CCCC1=O	104	102	-0.1	96	94	-2	100	101
Nc1cccnc1Oc1ccc(F)cc1F	107	105	0.0	109	120	0	101	80
CCn1ccnc1CN(C)Cc1cn(-c2cccc(C)c2)nc1-c1cccc(F)c1	97	108	0.1	107	105	8	105	98
COc1ccc(C(=O)NC(=S)Nc2cccc(NC(=O)c3ccco3)c2)cc1[N+](=O)[O-]	100	112	0.1	109	97	24	94	97
Cc1ccc(-c2nc3ccsc3c(=O)[nH]2)cc1	97	95	0.0	105	116	31	94	102
Cc1ccc(CS(=O)Cc2ccc(C(=O)NC3CCCCC3)o2)cc1 (configuration not stated)	101	104	0.1	102	102	5	102	106
CCN(CC)c1ccc(NC(=O)COC(=O)C23CCC(=O)N2c2ccccc2S3)cc1 (configuration not stated)	114	100	0.1	100	100	6	103	109
O=C(/C(C=Nc1cc2c(oc1=O)CCCC2=O)=C(\O)c1ccccc1)c1ccccc1	91	100	-0.1	88	82	-2	91	101
Cc1ccc(C2C3=C(CC(C)(C)CC3=O)NC3=C2C(=O)CC(C)(C)C3)o1	99	96	-0.1	105	98	0	109	104
Nc1nnc(N2CCc3ccccc32)s1	106	103	-0.4	107	106	15	101	93
COc1cccc(-c2nc(CS(=O)(=O)CC(=O)NC3CCCCCC3)c(C)o2)c1	96	96	-0.1	98	88	2	97	90
COc1ccc(NC(=O)c2cc(S(=O)(=O)N3CCCC3)c[nH]2)cc1	107	106	0.0	105	111	17	104	94
Cn1ccnc1SCC(=O)NC1CC1	101	97	-0.1	96	97	0	96	109
O=C(NC(=S)Nc1ccccc1N1CCCC1)c1ccco1	94	101	0.0	98	101	169*	112	101
O=C1Nc2ccccc2N(O)N1c1cc(-c2ccccc2Cl)no1	117	106	-0.1	111	102	5	110	103
COc1ccc(OCc2n(CC(=O)OC3CC(C)CCC3C(C)C)c3ccccc3[n+]2C)cc1 (configuration not stated)	?	?	0.1	?	?	3	99[may fluoresce red]	95
O=C(NCC(=O)N1CC(O)CC1C(=O)N1CC(O)CC1C(=O)OCc1ccccc1)OCc1ccccc1 (configuration not stated)	109	109	-0.1	103	96	-1	111	109
COc1ccccc1C1=CC(=O)CCC1	113	103	-0.1	106	102	0	100	101
O=C(NCCc1ccccc1)C(=O)NCC1OCCN1S(=O)(=O)c1ccc(F)cc1 (configuration not stated)	98	98	0.2	98	105	-1	89	126
O=C(Cn1c(=O)n(CC(=O)N2CCCCC2)c(=O)c2sccc21)NCc1ccccc1	122	110	0.0	120	108	-3	122	91
O=C(CCNC(=O)c1ccc([N+](=O)[O-])cc1)Nc1ccccc1N1CCOCC1	94	92	0.2	94	98	5	98	104
CCc1nn(C(C)C(=O)Nc2cccc(C)c2C)c(=O)c2cc3occc3n12 (configuration not stated)	109	101	0.1	109	99	1	105	107
Cc1c(C(=O)NCc2ccc3c(c2)OCO3)cccc1[N+](=O)[O-]	102	106	-0.2	106	92	12	99	101
C[C@@H]1O[C@@H](O[C@H]2[C@H](O)[C@@H](O)[C@H](Oc3c(-c4ccc(O)cc4)oc4cc(O)cc(O)c4c3=O)O[C@@H]2CO)[C@H](O)[C@H](O)[C@H]1O	93	93	-0.3	89	87	1	97	110
CCOC(=O)c1sc(NC(=O)c2c(OC)cccc2OC)nc1C	104	98	0.1	96	87	5	95	91
O=C(CCC(=O)OCc1ccc(Br)cc1)Nc1ccccc1	96	103	-0.2	101	98	1	98	100
Cc1cc(C(=O)NCCC2=CCCCC2)c(C)o1	95	96	0.3	99	99	6	92	104
O=S(=O)(c1cccc2nonc12)N1CCN(c2ccccc2F)CC1	82	84	1.1*	93	87	1	/	105
CC(=O)c1ccc(N(CC(=O)NC2CCCC2)C(=O)CNC(=O)c2ccco2)cc1	108	102	0.1	100	103	-1	106	85
O=C(Nc1ccc(Cc2ccc(NC(=O)N3CCOCC3)cc2)cc1)N1CCOCC1	87	85	0.0	82	83	-3	79	92
CN(c1ccc(C(=O)Nc2ccccc2Sc2ccccc2)cc1)S(C)(=O)=O	94	97	0.1	101	96	9	100	108
O=[N+]([O-])c1cccc(/C=N/n2cnnc2)c1O	88	90	0.2	89	88	0	83	103
CCCCN(CCCC)CC(O)Cn1c2ccccc2c(=O)c2ccccc21 (configuration not stated)	74	91	0.0	97	100	2	91	102
COc1ccc(/C(O)=C2\C(=O)C(=O)N(c3cc(C)on3)C2c2ccc(OC)c(OC)c2)cc1OC (configuration not stated)	98	100	-0.1	107	103	1	92	104
O=S(=O)(c1ccc2c(c1)CCCN2)N1CCCC1	69	92	-0.1	95	88	0	75	101
Cc1nn(C)cc1CNC(=O)c1ccc(Br)o1	109	104	0.1	111	107	0	101	89
Cc1nc(N/N=C\c2ccc3c(c2)OCO3)sc1C	96	103	0.1	112	98	75*	100	104
Cc1ccc(NC(=O)CSc2nc3ccccc3c(=O)n2CCCC(=O)N2CCCC2)cc1	100	98	-0.2	95	91	-2	102	89
Cc1cc(NC(=O)c2cccc([N+](=O)[O-])c2)no1	100	99	0.1	107	112	-1	96	122
COc1ccc(S(=O)(=O)N2CCOCC2)cc1NC(=O)c1ccccc1C	100	113	0.1	103	85	-1	/	98
COc1ccc(/C=C(/C#N)C(=O)Nc2cccc(C)c2C)cc1C(=O)O	98	97	-0.2	105	102	-1	105	100
Cc1noc(C)c1S(=O)(=O)N(C)C[C@H]1Oc2ccc(NS(=O)(=O)c3cn(C)cn3)cc2C(=O)N([C@H](C)CO)C[C@@H]1C	105	98	-0.1	103	98	-1	99	102
O=C(NC1CCCC1)c1cccc(NC(=O)c2ccco2)c1	98	96	0.0	104	97	3	96	95
CCCCN(C(=O)c1ccc(NC2CC2)c([N+](=O)[O-])c1)c1c(N)n(CC(C)C)c(=O)[nH]c1=O	110	79	0.0	105	126	2	106	125
Cn1c(C(=O)N2CCCC(C(=O)O)C2)cc2sccc21 (configuration not stated)	95	92	0.2	99	105	4	95	109
CN=C1CC(C)(C)CC(=O)/C1=C(/O)CCCN1C(=O)c2ccccc2C1=O	98	97	0.1	101	102	-1	102	87
(cont.)
SMILES	AGP1-GFP MLPCN	RPL19A TOR yeast	Efflux pump mplx	MEP2-GFP yeast	LAP4 TOR yeast	AHR activator	CIT2-GFP yeast	CR mimetic SO
CCOc1ccc(CN(C)C(=O)NNC(=O)c2ccc(C)cc2)cc1OC	96	102	0.2	97	87	2	98	108
COc1ccc(OC)c(NC(=O)CNC(c2ccccc2)c2ccccc2)c1	94	105	-0.1	109	99	3	100	100
O=c1c2c(ncn1CCO)nc1n2CCC1	96	98	0.1	98	99	1	96	100
Cc1cc(C)c(C#N)c(SCC(=O)N(C)C2CCCCC2)n1	111	102	0.0	106	107	17	114	103
COc1ccc(NC(=O)C2Cc3ccccc3CN2C(=O)c2ccccc2)cn1 (configuration not stated)	102	99	-0.1	109	95	3	/	94
COc1ccc(NC(=O)c2cc(-c3ccccc3Cl)on2)cc1OC	90	101	-0.1	102	96	-9	99	106
CCO[C@H]1OC(C(=O)NC2CC2)=C[C@@H](C2CC2)[C@@H]1CCCO	101	99	-0.1	104	90	2	99	96
Nc1c(C(=O)c2ccc(Cl)cc2)sc2c1c(=O)[nH]c(=O)n2-c1ccccc1	102	108	0.0	114	109	1	98	102
COC(=O)Nc1ccc(S(=O)(=O)N2CCCC(C(=O)N3CCCCC3)C2)cc1 (configuration not stated)	109	96	-0.2	101	100	2	118	102
CC(CNC(=O)c1ccco1)NC(=O)c1ccco1 (configuration not stated)	96	104	0.1	100	98	2	99	99
O=C(CN1CCCC1)Nc1c2c(cc3c1CCC3)CCC2	101	103	-0.1	110	98	-4	100	78
C#CCNC(=O)C1=C[C@H](c2coc3ccccc3c2=O)[C@@H](CCCO)[C@H](OCC)O1	94	97	-0.1	97	134	0	121	105
Cc1cnc(C(=O)OCC(=O)Nc2ccc(Oc3ccccc3)cc2)cn1	96	104	0.3	105	115	3	91	110
COc1cc(CN(C)Cc2cc(=O)oc3cc(C)c(Cl)cc23)ccc1OC(F)F	97	97	-0.1	108	97	9	96	99
COCCCNC(=O)CN1C(=O)COc2ccc(S(=O)(=O)N3CCCCCC3)cc21	112	106	-0.1	111	93	-2	121	90
N#CCCCn1c(=O)oc2ccccc21	91	96	-0.3	88	83	2	98	95
NNC(=O)c1ccc2nc(-c3ccc(Br)cc3)cn2c1	119	102	-0.1	141	144	100*	124	130
COc1ccc(C(=O)NCC(=O)NCC(=O)OCc2ccc(Br)cc2)cc1	106	98	0.0	101	98	-2	98	94
CC(=O)Oc1ccc(/C(C)=N\N2CCN(Cc3ccc(Cl)cc3)CC2)cc1	100	101	0.0	105	93	1	103	104
COC(CNC(=O)CCc1c(C)nc2c(-c3ccc(F)cc3)c(C)nn2c1C)OC	97	102	0.1	96	104	0	97	105
Cc1cc(C=O)c(C)n1-c1ccc(N2CCCC2)c([N+](=O)[O-])c1	103	101	0.0	100	121	2	104	107
O=C(CNC(=O)c1cc2c(s1)CCC2)Nc1ccccc1Br	99	99	-0.1	109	94	1	99	106
O=C1CCCC2=C1C(c1ccccc1O)C1=C(CCCC1=O)O2	106	93	0.0	108	107	-2	101	94

Random draw from the library; about 3.9% have a hit in one of these screens.
